PERK inhibitor: block of dimerizer-induced PERK translation repression, primary screen, PERK inhibitor project, CHO PERK-DD cells, SEAP luminescence, HTS. AID 1416, 2008. 220,000 tested, 0.17% active. inhibition, % at 5.6 µM. CHO PERK-DD fusion, SEAP luminescence translation reporter;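 active = inhibition above the mean inhibition of all tested compounds plus 3 SD, set separately per screening campaign, cut at about 2.9% in these data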;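 also: PERK kinase domain activated by AP20187 dimerizer at 100 nM; 0% = DMSO with dimerizer and 100% = rapamycin at 8.4 µM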
Target sequence (Q9NZJ5 whole entry, looked up, the tested form may be a part): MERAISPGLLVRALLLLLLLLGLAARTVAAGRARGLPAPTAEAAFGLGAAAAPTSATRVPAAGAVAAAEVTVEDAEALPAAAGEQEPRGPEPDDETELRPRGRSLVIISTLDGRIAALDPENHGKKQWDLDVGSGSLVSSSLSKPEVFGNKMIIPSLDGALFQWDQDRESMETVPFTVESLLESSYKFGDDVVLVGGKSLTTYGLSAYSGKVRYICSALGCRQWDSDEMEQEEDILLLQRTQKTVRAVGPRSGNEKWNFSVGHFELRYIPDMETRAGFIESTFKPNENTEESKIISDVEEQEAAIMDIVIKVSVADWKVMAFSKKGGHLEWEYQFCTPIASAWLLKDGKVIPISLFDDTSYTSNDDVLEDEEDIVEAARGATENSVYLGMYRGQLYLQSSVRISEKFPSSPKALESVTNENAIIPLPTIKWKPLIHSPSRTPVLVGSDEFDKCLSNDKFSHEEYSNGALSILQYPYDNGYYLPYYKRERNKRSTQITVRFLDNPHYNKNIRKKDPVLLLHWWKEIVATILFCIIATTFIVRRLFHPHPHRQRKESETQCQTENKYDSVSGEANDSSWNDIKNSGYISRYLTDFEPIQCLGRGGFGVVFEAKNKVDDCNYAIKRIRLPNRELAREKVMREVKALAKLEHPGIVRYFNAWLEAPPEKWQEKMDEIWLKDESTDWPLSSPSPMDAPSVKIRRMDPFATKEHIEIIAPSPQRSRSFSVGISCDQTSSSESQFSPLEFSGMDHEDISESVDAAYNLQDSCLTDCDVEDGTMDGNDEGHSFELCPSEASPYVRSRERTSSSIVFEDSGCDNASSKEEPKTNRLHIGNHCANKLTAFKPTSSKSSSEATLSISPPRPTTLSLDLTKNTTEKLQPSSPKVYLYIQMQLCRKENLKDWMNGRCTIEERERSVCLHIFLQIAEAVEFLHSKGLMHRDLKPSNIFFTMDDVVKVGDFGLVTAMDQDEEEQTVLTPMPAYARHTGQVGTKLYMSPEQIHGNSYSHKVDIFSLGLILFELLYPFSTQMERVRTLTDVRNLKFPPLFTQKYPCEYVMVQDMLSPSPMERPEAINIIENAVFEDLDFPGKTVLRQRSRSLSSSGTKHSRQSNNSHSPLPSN
RBBP9 inh: human RBBP9 inhibitors, primary screen, biochemical, fluorescence polarization, FP-Rh probe, HTS; Serine hydrolase RBBP9 (Homo sapiens), O75884; recombinant RBBP9; inhibition, % at 7.94 µM; 220,000 tested, 0.2% active; AID 1515, 2009;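 active = inhibition above the campaign mean of all tested compounds plus 3 SD, cut at about 14% in these data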;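 also: plate controls were DMSO wells with RBBP9 for no effect and wells lacking RBBP9 protein for full effect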
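Measured by – fluorescence polarization · Test system – RBBP9 protein · Input – 2.5 µM RBBP9 dispensing solution, before mixing · Measure – percent inhibition from mP, scaled between DMSO and no-protein wells · Benchmarks – DMSO-treated enzyme wells and wells lacking RBBP9 · Times – preincubation 30 min plus labeling 45 min at 25 °C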
L929 necroptosis: inhibitors of zVAD-triggered necroptosis, primary screen, L929 cells. L929 zVAD necroptosis rescue, ATP luminescence, 24 h; with zVAD 60 µM. viability rescue, % at 10 µM. 220,000 tested, 0.38% active;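 active = activation, scaled between plate controls, above about 75%, limit read from the data; inactive = activation under that limit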;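 also: 0% = zVAD with DMSO and 100% = DMSO alone without zVAD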
Runt-SMMHC FRET: inhibitors of RUNX1 Runt–CBFb-SMMHC binding, primary screen, biochemical, FRET, Cerulean-Runt, Venus-CBFb-SMMHC, uHTS. 220,000 tested, 0.74% active. Runt-related transcription factor 1 (Homo sapiens) + Core-binding factor subunit beta …. inhibition, % at 20 µM. AID 1434, 2008. Cerulean-Runt/Venus-CBFb-SMMHC FRET ratio 530/480, 1 h;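 active = mean inhibition across duplicate retests at 20 µM reaching about 50%, limit read from the data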;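 also: 0% = DMSO wells and 100% = wells with excess untagged CBFb-SMMHC; inhibitors lower the FRET ratio by blocking Runt binding to CBFb-SMMHC; some results filed as inactive read as strong as hits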
EP2 modulator: EP2 receptor modulators, cAMP readout, primary screen, cell-based, HTRF cAMP, PGE2 stimulation | EP2-expressing cells, cAMP HTRF FRET, PGE2 co-stimulation | Prostaglandin E2 receptor EP2 subtype (Homo sapiens), P43116 | 260,000 tested, 0.83% active | induction, % at 25 µM;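 active = compounds whose cAMP rise, as percent of the full-agonist control response, exceeds 60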;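 also: rat C6 glioma line stably carrying human EP2 under a CMV promoter; the protocol text gives 20 µM as final concentration; 100% = response of wells given 1 µM PGE2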
EP2 antag: human EP2 receptor antagonists, primary screen, TR-FRET cAMP, C6 glioma cells | inhibition, % at 25 µM | 260,000 tested, 0.52% active | Prostaglandin E2 receptor EP2 subtype (Homo sapiens), P43116 | AID 1422, 2008 | C6 glioma cells expressing human EP2; cells stimulated with saturating PGE2;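 active = percent inhibition above 40 after rounding to a whole number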;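 also: rat C6 glioma host cells with rolipram phosphodiesterase inhibitor present; the protocol text gives 20 µM as final concentration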
Runt-CBFb FRET: inhibitors of RUNX1 Runt–CBFb binding, primary screen, biochemical, FRET, Cerulean-Runt, Venus-CBFb, uHTS. Runt-related transcription factor 1 (Homo sapiens) + Core-binding factor subunit beta …. Cerulean-Runt/Venus-CBFb FRET ratio 530/480, 1 h. inhibition, % at 20 µM. 220,000 tested, 0.46% active. AID 1496, 2009;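 active = inhibition over about 50% at 20 µM in the single-dose screen, limit read from the data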;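 also: 0% = DMSO wells and 100% = excess unlabeled CBFb competitor control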
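Assay system: Cerulean-Runt domain / Medium: Tris 50 mM pH 7.5, KCl, K2SO4, 0.01% BSA / Timing: protein complex preformed 1 h, compound exposure 1 h, room temperature, dark / Measured by: FRET, excitation 422 nm, emission at 530 and 480 nm / Evaluation: loss of energy transfer signal / Control set: 5 µM unlabeled CBFb as full-inhibition high control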
TNF necrop inh: inhibitors of TNF-alpha triggered necroptosis, primary screen, cell-based, Jurkat FADD-/-, single concentration. Jurkat FADD-/- TNF necroptosis rescue, ATP luminescence, 24 h; 0 = TNF only, 100 = no-TNF cells. activation (protection from cell death), % at 10 µM. 220,000 tested, 0.068% active. AID 463075, 2010;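 active = activation, meaning protection from cell death, of at least 50% relative to plate controls; inactive = activation below 50%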;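 also: necroptosis triggered by 40 ng/mL TNF-alpha added together with compound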
Hck Nef HTS: inhibitors of Nef-activated human Hck kinase, primary screen, biochemical, Z-Lyte FRET, 384-well, Hck-YEEI; inhibition, % at 20 µM; 220,000 tested, 0.68% active; Tyrosine-protein kinase HCK (Homo sapiens), P08631; Recombinant Hck-YEEI plus Nef, Z-Lyte FRET kinase assay;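 active = Hck-Nef kinase inhibition above about 50%, limit read from the data; inactive = inhibition below that limit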;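 also: 0% = DMSO with Hck plus Nef and 100% = Hck alone without Nef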
Numbers without * were called inactive; · = not tested or not shown; & = joins results of further samples. A portion of the library; rates above refer to the full screens.

mol,PERK inhibitor,RBBP9 inh,L929 necroptosis,Runt-SMMHC FRET,EP2 modulator,EP2 antag,Runt-CBFb FRET,TNF necrop inh,Hck Nef HTS
CCc1ccc(-c2cc(C(=O)NCc3ccccn3)c3ccccc3n2)cc1,-1.0,0,0.9,0,-21,7,-8,0.8,2
CCCCCCNCc1ccc(Br)cc1,-0.9,-11,0.8,1,33,21,-3,1.0,-1
O=c1c2ccccc2cnn1Cc1n[nH]c(=S)n1-c1ccccc1Cl,-0.4,-4,1.6,7,-3,1,9,0.6,1
O=C(COc1ccc(C(=O)c2ccccc2)cc1)NCc1ccc(F)cc1,1.1,-5,-0.3,-5,-13,8,1,-6.6,4
Nc1nc(SCC(=O)NCCCO)nc2sc3c(c12)CCC3,-0.1,-2,0.4,-2,22,7,-1,-1.6,0
CNc1ncnc2sc(-c3ccccc3)cc12,1.9,0,26,2,-36,5,-3,-2.4,14
Cc1ccc(NC(=S)NCc2ccc3c(c2)OCO3)cc1,0.9,-3,-0.8,-3,12,9,0,-0.9,1
NS(=O)(=O)c1cc2c(cc1Cl)NC=NS2(=O)=O,0.6,-7,3.4,2,2&26&21,14&11&14,-2,0.2,-2
Nc1scc(-c2ccncc2)c1Cl,1.0,2,0.5,-4,-8,-2,-2,-1.9,3
O=C(NC(Cc1ccccc1)C(=O)O)c1ccc(S(=O)(=O)N2CCCCC2)cc1 (stereo unspecified),1.1,-3,0.3,-1,22,7,3,1.9,3
COc1ccc(NCc2nnc(SCc3ccccc3)n2-c2ccc(OC)cc2)cc1,-0.3,-5,-0.3,0,-9,6,-1,-1.5,-1
O=C1c2ccccc2C(=O)N1CN(C(=O)COc1ccccc1)c1ccc(F)cc1,-0.3,-8,-0.5,-2,6,10,-4,0.5,-3
CC(C)(CO)NS(=O)(=O)c1ccc2c(c1)C(=O)c1cc(S(=O)(=O)NC(C)(C)CO)ccc1-2,1.0,-7,0.9,0,-8,4,-3,1.4,29
C=CCn1c(=NC(=O)c2ccc(S(=O)(=O)N3CCCc4ccccc43)cc2)sc2cc(S(N)(=O)=O)ccc21,-0.7,-37,0.1,0,14,5,-4,-0.2,7
CC1(C)Cc2c(c(N3CCCC3)nc3sc4c(N5CCNCC5)ncnc4c23)CO1,0.1,-5,-1.8,2,4,17,0,-14,9
COc1cccc(NC(=O)c2ccccc2-c2nc(-c3ccccc3)no2)c1,0.0,-3,-0.1,-1,9,6,-1,-0.4,1
COc1c(/C=N/Nc2ccc(C(=O)O)cc2)c(CCN(C)C(C)=O)cc2c1OCO2,0.1,-3,1.7,1,17,11,1,1.7,14
C=C1N(c2ccccc2)C(=O)OC1(C)C,1.4,0,0.6,1,-6,7,1,0.1,0
CC(=O)c1cnc(-c2ccccn2)s1,0.2,-7,4.7,-4,17,3,19,0.7,23
CCN=C1SC(CC(=O)NCCc2ccc(OC)cc2)C(=O)N1CC (stereo unspecified),-0.2,3,1.2,-2,11,14,0,-1.0,-1

A run of entries of the results above, for reference:
mol,PERK inhibitor,RBBP9 inh,L929 necroptosis,Runt-SMMHC FRET,EP2 modulator,EP2 antag,Runt-CBFb FRET,TNF necrop inh,Hck Nef HTS
CC(=O)c1cnc(-c2ccccn2)s1,0.2,-7,4.7,-4,17,3,19,0.7,23
CCN=C1SC(CC(=O)NCCc2ccc(OC)cc2)C(=O)N1CC (stereo unspecified),-0.2,3,1.2,-2,11,14,0,-1.0,-1

(continued)
mol,PERK inhibitor,RBBP9 inh,L929 necroptosis,Runt-SMMHC FRET,EP2 modulator,EP2 antag,Runt-CBFb FRET,TNF necrop inh,Hck Nef HTS
CCCCNc1nc(N)nc(-c2cc(Cl)ccc2O)n1,1.0,-9,45,-3,64*,9,-5,1.7,4
C/C(=C\c1ccccc1)CN1CCN(c2ccccc2F)CC1,-0.4,-3,-0.1,4,18,9,-1,-0.2,6
Cc1nn(C)c(C(=O)N2CCc3ccccc32)c1Br,-0.1,-1,1.9,1,9,6,0,-1.2,2
O=C(O)Cc1ccc(C(=O)c2ccccc2F)s1,1.1,1,0.8,0,10,·,-2,0.0,1
CC(Sc1nnc(-c2cccs2)n1-c1ccccc1)C(=O)NCc1ccco1 (stereo unspecified),-1.7,-3,-2.0,0,22,14,2,-2.2,-17
CCO[C@@H]1OC(C(=O)NCc2nc3ccccc3[nH]2)=C[C@H](c2ccccc2)[C@H]1CCCO,1.2,-6,0.2,-4,-9,11,-2,6.4,-4
CCOC(=O)c1sc(=S)n(-c2ccccc2)c1C,1.0,0,0.9,-1,29,2,0,0.0,15
Clc1ccc2c(c1)-c1[nH]ncc1CS2,-0.3,-4,2.7,-4,-32,16,0,5.3,-34
CN(C)S(=O)(=O)c1ccc(C(=O)N2CCN(S(=O)(=O)c3cccs3)CC2)cc1,-0.2,2,0.2,-2,-3,8,0,-0.6,24
Cc1ccccc1CN(c1ccc(C(=O)N/N=C/c2ccc(OCC(N)=O)cc2)cc1)S(C)(=O)=O,0.9,-9,0.7,-3,1,5,-4,-0.1,-2

(continued)
The line under a structure holds: PERK inhibitor	RBBP9 inh	L929 necroptosis	Runt-SMMHC FRET	EP2 modulator	EP2 antag	Runt-CBFb FRET	TNF necrop inh	Hck Nef HTS
- COC(=O)C1=CN(Cc2cccs2)C=C(C(=O)OC)C1c1cccc(OC)c1OC
→ -0.2	-2	-0.2	41	10	8	93*	1.1	7
- O=C(Nc1nc(-c2ccccc2)c(-c2ccccc2)s1)c1ccc(S(=O)(=O)N2CCCCC2)cc1
→ 1.3	-5	0.3	-10	27	6	-4	2.9	5
- Cc1n[nH]c(=S)c2nn(-c3ccccc3)c(C)c12
→ 0.3	-3	0.0	0	43	·	·	-5.2	0
- CC(C)(C)C(=O)c1no[n+]([O-])c1/C(=N/O)C(C)(C)C
→ 0.1	-7	1.3	-5	26	8	-1	3.3	3
- CCOc1ccc(C2C3=C(CCCC3=O)Nc3ccc4ncccc4c32)cc1 (stereo unspecified)
→ 0.3	6	1.6	0	5	4	27	-7.0	47
- N#C/C(=C(/O)c1ccc([N+](=O)[O-])s1)c1nc2ccccc2[nH]1
→ 1.0	-8	0.2	-2	-36	2	-2	-12	11
- Cc1cc(C)cc(NC(=O)C2CCCN(c3nccc(C)n3)C2)c1 (stereo unspecified)
→ -0.7	-4	0.6	-3	-19	5	-3	-0.6	2
- CC1=NN(c2nc(-c3ccc(F)cc3)cs2)C(=O)C1
→ 1.7	-1	0.0	4	4	6	-1	-1.6	0
- O=C(Nc1ccccc1)Oc1ccccc1N1CCOCC1
→ 1.1	2	0.8	0	10	8	-1	1.0	3
- CON(C)S(=O)(=O)c1ccc2c(c1)NC(=O)C1CCCN21 (stereo unspecified)
→ -0.2	-1	-0.1	-2	-14	5	0	-2.0	1
- COC(=O)c1ccc(NC(=O)CNS(=O)(=O)c2cccs2)cc1
→ -0.2	-2	0.1	1	-9	4	2	1.5	0
- C/C(CCN1CCCCc2nc(C)c(C)cc21)=N\OC[C@@H](O)[C@H]1O[C@@H]2OC(C)(C)O[C@@H]2[C@H]1O
→ -0.1	-12	0.5	-4	21	6	-2	1.1	-7
- COC(=O)CC1SC(=O)NC1=Nc1ccc(OC)cc1 (stereo unspecified)
→ 0.0	-11	-0.9	-2	0	12	0	-0.3	-25
- Cc1cc2oc(=O)cc(Cn3ncc(Cl)c(Cl)c3=O)c2cc1Cl
→ 1.3	1	-1.6	-9	-9	22	0	-14	40
- Cn1c(NC(=O)C[n+]2cc(-c3ccccc3)n3c2CCC3)cc(=O)n(C)c1=O
→ 0.8	0	-0.1	3	10	6	0	-0.9	-2
- Cc1nc2ccccc2cc1OCc1ccccc1
→ 0.1	-6	-0.3	-5	-3	·	-3	-12	2
- Cc1ccc2nc(-c3cccc(NC(=O)c4ccc5c(c4)OCCO5)c3)oc2c1
→ 1.4	-4	-0.2	-7	-27	7	0	-0.9	3
- CC(C)N1C(=O)CSC1c1ccc(Br)cc1 (stereo unspecified)
→ 0.9	-5	-0.1	-3	33	7	0	-1.2	22
- COc1ccc(S(=O)(=O)N(C)C)cc1NC(=O)COC(=O)CC1CCCC1
→ 1.1	-4	4.6	-1	0	9	-1	-0.2	25
- CC1(C)CC(=O)C(C=NCCN2CCN(C(=S)NC3CCCCC3)CC2)=C(O)C1
→ 0.4	5	0.6	0	-11	7	0	1.8	3
- CCOC(=O)c1oc2cc(O)ccc2c(=O)c1-c1ccc(OC)cc1
→ 0.7	-5	0.0	4	32	-4	0	-5.4	3
- O=C(Nc1nnc(C(F)(F)F)s1)c1ccc(Br)s1
→ 1.3	-2	2.4	4	4	15	-1	-3.8	-1
- COc1ccc(CNC(=O)c2noc(C(C)C)c2[N+](=O)[O-])cc1
→ 0.0	-5	0.2	3	-53	7	-1	1.2	4
- Cc1cc(NC(=O)Nc2ccc(Cl)cc2)n(-c2ccccc2)n1
→ -0.9	-9	23	0	14	1	1	1.7	20
- CCOc1ccc(C(=O)OCCN(C)C)cc1
→ 0.2	-2	-0.9	2	9	18	4	0.3	1

Single entries from the entries so far:
In PERK inhibitor, Cc1n[nH]c(=S)c2nn(-c3ccccc3)c(C)c12 is listed with 0.3
In PERK inhibitor, CCCCNc1nc(N)nc(-c2cc(Cl)ccc2O)n1 is listed with 1.0
In Runt-CBFb FRET, CCc1ccc(-c2cc(C(=O)NCc3ccccn3)c3ccccc3n2)cc1 is listed with -8

High-throughput results (PubChem)
